ERG-DNA inh: ERG Ets/DNA interaction inhibition; fluorescence polarization, His-ERG Ets domain / labelled DNA; Potency, µM (series often up to 76.9 µM), for the others: top-dose FP activity, negative = inhibition, most hits filed as inhibitors; 370,000 compounds, 0.028% hits; AID 624246; active means well fitted inhibition curve with a large enough effect in the polarisation, with a control signal flat; inconclusive means small, poorly fitted or top-dose-only effect, or effect the other way, or a change in a side signal; inactive means no such curve, though single readings can be large or run the other way; the % refers to the polarisation;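 further: polarization taken with two DNA probes labelled with fluorescein and Texas red; potency means the concentration at half of the fitted maximal effect; % of control where 0% means no effect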
Target sequence (P11308 whole entry, looked up, the tested form may be a part): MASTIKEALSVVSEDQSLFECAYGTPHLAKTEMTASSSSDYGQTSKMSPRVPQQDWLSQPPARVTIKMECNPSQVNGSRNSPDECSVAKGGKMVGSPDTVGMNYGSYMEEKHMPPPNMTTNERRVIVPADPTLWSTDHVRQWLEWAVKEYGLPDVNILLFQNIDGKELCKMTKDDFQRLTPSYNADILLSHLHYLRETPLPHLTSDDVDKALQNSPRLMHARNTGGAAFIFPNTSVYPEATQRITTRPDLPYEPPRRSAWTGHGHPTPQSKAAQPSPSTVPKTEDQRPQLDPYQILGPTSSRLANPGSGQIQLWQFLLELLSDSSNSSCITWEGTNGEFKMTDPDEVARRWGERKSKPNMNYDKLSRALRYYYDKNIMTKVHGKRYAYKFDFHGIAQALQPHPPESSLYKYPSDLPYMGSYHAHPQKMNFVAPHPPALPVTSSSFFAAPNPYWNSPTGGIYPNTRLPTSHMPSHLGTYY
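His-tagged ERG Ets domain (1 uM in the protein solution; 300mM KCl, 50mM Tris-HCl, 1mM EDTA, 1mM DTT, pH 7.5) received compound, then a probe mix of 5 nM fluorescein-DNA and 100nM Texas-615-DNA. Fluorescence polarization was read for both dyes.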
RGS4 inh: blocks human RGS4-accelerated GTP hydrolysis. Potency, µM (highest dose often 114 µM), inactives show at the top dose activity change, negative = inhibition, usual class: inhibitors. P49798. Transcreener GDP fluorescence polarization, RGS4-accelerated GTP hydrolysis. 390,000 compounds, 0.039% hits; further: potency means the concentration at half of the fitted maximal effect; on the % scale 0 is the no-effect control and ±100 the full control effect; nearly all actives have a fitted effect of over 75% in size; some results filed as inactive show a strong effect at the top dose
Target sequence (P49798 whole entry, looked up): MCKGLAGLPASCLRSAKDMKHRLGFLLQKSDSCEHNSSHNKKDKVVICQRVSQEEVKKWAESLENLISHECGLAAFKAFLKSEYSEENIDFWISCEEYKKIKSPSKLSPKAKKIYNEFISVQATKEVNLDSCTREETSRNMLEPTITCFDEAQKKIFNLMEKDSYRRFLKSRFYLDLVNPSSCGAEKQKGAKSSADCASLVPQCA
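MLSMR compounds (23 nl, pin-transferred) preincubated 10 min at room temperature with a 500nM (2x) first reagent, then RGS4 at 900nM (2x) plus Transcreener GDP mix added; fluorescence polarization (620/688 nm) read before and after 90 min at 30 °C.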
12-LOX inh: inhibitors of human 12S-lipoxygenase ALOX12; Potency, µM (top dose mostly 108 µM), for the others: at the highest dose activity change, negative = inhibition, hits mostly inhibitors; 580,000 compounds, 1.1% hits; purified 12hLO, xylenol orange hydroperoxide absorbance; P18054; further: potency means the concentration at half of the fitted maximal effect; on the % scale 0 is the no-effect control and ±100 the full control effect
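Purified human 12hLO at 150 nM in 25 mM Hepes, 0.01% Triton X-100, pH 7.0, preincubated 15 min at room temperature with compound. Reaction started with 40 uM arachidonic acid, 30 min at room temperature. Hydroperoxide measured by Fe-xylenol orange, 573/405 nm absorbance ratio.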
LDHA inh: inhibitors of human lactate dehydrogenase A. 480,000 compounds, 0.15% hits. AID 1347041. purified LDHA, NADH/diaphorase-resazurin fluorescence; stronger effect = lower value. P00338. activity change, % (values are at about 110 or 230 µM); in the data active means activity change below about -30%; inconclusive means mostly about -25% to -30%;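 further: plate controls were DMSO wells for no effect and wells without enzyme for full effect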
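Remaining NADH was detected by diaphorase (0.133 mg/mL) converting 37 µM resazurin to fluorescent resorufin, read at 0 and 20 minutes. The preceding 5-minute room-temperature reaction used 2 nM LDHA, 0.2 mM sodium pyruvate and 0.06 mM NADH at pH 7.4.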
Glioma ERSR ind: ER stress response induction in glioma; U87-MG GRP78 promoter luciferase reporter, 16 h; Potency, µM, inactives show top-dose activation, hits mostly activators; AID 602332; 420,000 compounds, 0.02% hits; further: potency means the concentration at half of the fitted maximal effect; series mostly up to about 76 µM; % of control where 0% means no effect; nearly all actives have a fitted effect of over 35% in size
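Stably transfected U87-MG human glioma cells carrying a GRP78-based luminescent sensor were seeded at 1000 cells/well, pin-dosed with compounds and incubated 16 h. Luciferase reagent was then added, and end-point luminescence was read after 10 min at room temperature.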
D2 antagonist: antagonists of human D2 dopamine receptor. P14416. 340,000 compounds, 2% hits. HEK293 TREx D2 cells, calcium flux, dopamine EC80. inhibition, % at 10 µM; in the data active means inhibition above about 30%; further: 0% is about no effect
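Tetracycline-induced HEK293 T-REx cells expressing D2 force-coupled to calcium signalling were dye-loaded, exposed to compound for 180 s, then challenged with an EC80 of dopamine; calcium flux was followed kinetically for a further 180 s.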
Vif-APOBEC3F blk: Vif-A3F binding inhibition; HeLa A3F-eYFP + Vif (tagged APOBEC3F with the HIV-1 protein that degrades it), YFP fluorescence increase; Potency, µM (series often up to 46.1 µM), for the others: at the highest dose activity, negative = active; 390,000 compounds, 0.2% hits; AID 602313; further: potency means the concentration at half of the fitted maximal effect; % of control where 0% means no effect; nearly all actives have a fitted effect of over 65% in size
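HeLa cells stably expressing A3F-eYFP plus Vif, plated and incubated overnight at 37 deg C, then exposed to compounds overnight at 37 deg C. Blocked degradation read as raised yellow fluorescence (Ex 488/Em 500-530).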
Vif-A3G inh: inhibitors of Vif-APOBEC3G interaction; 410,000 compounds, 0.076% hits; Q9HC16; HeLa A3G-eYFP + Vif (tagged APOBEC3G with the HIV-1 protein that degrades it), YFP fluorescence, overnight; Potency, µM (top dose mostly 46.1 µM), for the others: at the top dose activity, negative = active, hits mostly inhibitors;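 further: potency means the concentration at half of the fitted maximal effect; on the % scale 0 is the no-effect control and ±100 the full control effect; nearly all actives have a fitted effect of over 60% in size; hits raise eYFP signal because A3G escapes Vif-driven loss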
Target sequence (Q9HC16 whole entry, looked up): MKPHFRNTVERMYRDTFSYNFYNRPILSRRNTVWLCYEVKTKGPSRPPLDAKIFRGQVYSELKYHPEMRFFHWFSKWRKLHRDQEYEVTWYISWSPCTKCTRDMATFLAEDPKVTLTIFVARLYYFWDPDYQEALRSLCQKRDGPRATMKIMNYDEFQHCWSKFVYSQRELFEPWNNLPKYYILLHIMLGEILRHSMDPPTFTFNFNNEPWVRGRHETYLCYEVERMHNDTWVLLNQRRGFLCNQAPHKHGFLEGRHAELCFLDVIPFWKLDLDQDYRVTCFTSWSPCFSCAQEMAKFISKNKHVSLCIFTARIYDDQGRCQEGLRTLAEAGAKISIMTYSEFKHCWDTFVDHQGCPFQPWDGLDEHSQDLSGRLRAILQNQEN
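Read-out is eYFP fluorescence (Ex 488/Em 500-530) from Vif-expressing HeLa A3G-eYFP cells; more signal means A3G escaped Vif-mediated degradation. Cells plated overnight, compound pinned in, incubated overnight at 37 deg C.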
D2 ag: agonists of human D2 dopamine receptor. P14416. activation, % at 2 µM. 340,000 compounds, 0.53% hits. HEK293 T-REx D2 cells, calcium flux agonist mode. AID 485358;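 active means activation over 3 SD above normal in the single-dose calcium agonist read, cut at about 30% in these data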; further: 0% is about no effect
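Agonism is scored from calcium flux in a force-coupled, inducible HEK293 cell line expressing D2, read kinetically for 180 s after compound addition against dopamine controls.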
Active calls of the source: *; ? = inconclusive; . = no result given; & = joins results of further samples; [ ] = remark or other dose. Unless noted, the call rests on the fitted dose curve; in most records, active means well fitted curve in the direction sought with a large enough effect; inconclusive means small, poorly fitted or top-dose-only effect, or another doubt; inactive means no such curve, though single readings can be large; an effect the other way counts as inactive or inconclusive. Some of the compounds tested; count on the stated rates, not on these rows.

SMILES	ERG-DNA inh	RGS4 inh	12-LOX inh	LDHA inh	Glioma ERSR ind	D2 antagonist	Vif-APOBEC3F blk	Vif-A3G inh	D2 ag
O=C(NCc1cccnc1)c1ccccc1-c1nc(-c2ccccc2)no1	?	-17.5%	?	-6.6	2.1%	-24.1	4.2%	0.5%	0.3
COc1ccc(S(=O)(=O)N2CCOCC2)cc1NC(=O)COc1ccc2ccc(=O)oc2c1	-1.2%	-7.4%	-6.8%	-6.6	-5.6%	.	7.8%	-6.2%	.
C[C@H](NC(=O)[C@@H]1Cc2ccccc2CN1C(=O)OC(C)(C)C)C(=O)NCC1CCCO1 (some centres not stated)	-3.1%	15.9%	-29.9%&9.3%	0.4&-8.2	-4.6%	6.3	5.2%	-1.5%	-0.1
COc1ccc(CCNC(=O)c2cc([N+](=O)[O-])ccc2N2CCOCC2)cc1	-4.1%	-23.4%	-4.6%	-1.4	-3.7%	-4.2	3.8%	?	-1.1
O=S(=O)(Nc1ccc(Cc2ccncc2)cc1)c1cccs1	.	-20.9%	6.0%[57.4 µM]	-5.4	-5.1%	0.1	-9.3%	-3.2%	-0.7
CCSc1nc2nn(-c3ccccc3)c(=O)c-2c2n1CCCCC2	5.3%	-5.6%	0.0%	-4.4	-3.3%	18.8	-5.0%	-6.6%	-0.2
COC(=O)c1c(C)sc(-c2c(-c3ccc4c(c3)OCCO4)[nH]c3c2c(=O)n(C)c(=O)n3C)c1O	7.6%	1.6%	-21.3%	0.0	.	.	.	.	4.0
COc1ccc(Cn2nnnc2C(c2ccc(N(C)C)cc2)N2CCC(C)CC2)cc1 (configuration not stated)	-4.3%	-18.0%	0.0%	-1.8	-4.9%	-27.2	-12.5%	1.0%	0.2
CCCC(=O)Nc1ccc(C=C(C(C)=O)C(C)=O)cc1	10.0%	-1.1%	?	-8.1	-4.3%	-19.2	4.4%	-6.1%	0.5
CCOc1ccc(Cn2nnc(C(=O)Nc3cccc(SC)c3)c2N)cc1	6.7%	-8.0%	-28.5%	-2.3	-0.5%	.	4.4%	1.1%	3.3
COC(=O)c1cccc(NC(=O)CC2NCCNC2=O)c1 (configuration not stated)	0.7%	6.4%	108.9%[activator]	-3.4	-2.1%	5.5	-1.7%	-3.6%	1.5
CCc1nnc(NC(=O)c2nc(S(=O)(=O)Cc3ccccc3)ncc2Cl)s1	-0.3%	-16.7%	-6.0%	-1.5	-19.3%	.	2.0%	-21.2%	.
CCOc1c2ccc(C(=O)NCCc3ccc(C)cc3)cc2nn1CC	-0.1%	-0.9%	-21.0%	0.5	-3.0%	-2.0	1.5%	-0.5%	0.3
CCCCN(C)CCCNC(=O)CC1Oc2ccccc2NC1=O (configuration not stated)	-13.3%	4.4%	9.7%	0.3	-1.7%	62.5*	7.5%	3.3%	85.2*
COc1cc(/C=C2\SC(=S)N(Nc3ncc(C(F)(F)F)cc3Cl)C2=O)cc(OC)c1OC	5.6%	-52.0%	14.8%	-1.5	-3.6%	-20.1	1.8%	0.4%	0.1
Cc1nc2c(C)cccc2cc1C(=O)N/N=C/c1ccc(C(=O)O)cc1	-1.8%	?	0.0%	-7.7	-1.8%	8.2	12.3%	2.1%	1.2
Cc1cc(NC(=O)CC(C)C)c(=O)n(Cc2ccccc2F)c1	14.7%	-26.6%	0.0%	7.7	0.7%	-6.8	-7.5%	0.0%	-0.6
COc1ccccc1C1CCN(Cc2cccc(C(=O)N3CCC(O)CC3)c2)CC1	1.6%	12.2%	.	-7.8	-6.4%	75.5*	-5.8%	-1.7%	74.7*
O=C(/C=C/c1cccnc1)c1cccc(O)c1	-9.9%	?	8.91µM*	1.3	-15.4%	6.2	9.4%	?	-0.3
COc1cc(/C=C(\C#N)c2nc3ccccc3[nH]2)ccc1OCc1ccccc1F	-1.2%	1.7%	-9.2%	4.0	0.9%	.	22.4µM*	?	-0.6
CCOC(=O)C1(C)CCCN(C(=O)c2cc(C)oc2C)C1 (configuration not stated)	.	.	5.9%	-1.8	-3.0%	.	.	-5.2%	.
CNC(=O)c1ccsc1NC(=O)c1ccccc1	-11.0%	5.5%	?	-2.2	2.6%	23.3	-1.2%	2.7%	1.4
CC(C)N1C(=S)SC2CS(=O)(=O)C=C21 (configuration not stated)	-1.3%	7.4%	-1.3%	-8.6	0.0%	-21.2	-8.3%	1.6%	0.2
CCOC(=O)c1c(C)[nH]c(C)c1C(=O)COC(=O)c1cccnc1Cl	-12.0%	-16.6%	-1.3%	-1.1	5.1%	.	-11.5%	0.2%	.
CCC(=O)OCc1cc2cccc(C)c2[nH]c1=O	.	1.4%	-10.1%	-5.8	-3.9%	-2.3	-2.3%	2.6%	0.6
CCSc1nc2ccccc2n1Cc1cccc([N+](=O)[O-])c1	0.5%	-10.3%	59.3%[activator]	-5.0	-8.9%	.	3.4%	0.1%	.
c1coc(-c2nc3n(n2)C2(CCCCC2)[C@@H]2CCCC[C@@H]2N3)c1	-0.7%	5.0%	-15.0%	1.2	-2.8%	.	1.8%	-1.6%	-1.8
Cc1ccc(NNC(=O)c2c(C)noc2C)cc1Cl	0.3%	?	?	3.0	-0.5%	2.6	-4.8%	-12.4%	0.6
COc1cc(CCC(=O)OCC(=O)Nc2c(C)cc(C)cc2C)cc(OC)c1OC	4.2%	7.4%	-24.1%	-0.5	-2.8%	0.1	-13.4%	-3.8%	-0.6
Cc1c(C)n(C(=O)CN2CCC(C(N)=O)CC2)c2ccccc12	-2.1%	-15.7%	10.8%	-0.4	-0.7%	36.3*	3.1%	0.1%	0.3
CN(C)c1ccc(CNC(=O)c2cccc(NC(=O)N3CCSc4ncccc43)c2)cc1	6.1%	-12.0%	6.8%	-1.5	-1.2%	.	-11.2%	1.5%	0.3
COc1ccccc1CC(=O)N1CCCC(CCC(=O)NCc2ccccc2F)C1 (configuration not stated)	8.5%	13.9%	-1.0%	-8.3	0.6%	3.5	-6.0%	-11.1%	0.0
O=C(Cc1c[nH]c2ccccc12)N[C@@H](Cc1c[nH]c2ccccc12)C(=O)O	-4.4%	-33.4%	19.0%	-2.1	-0.7%	-5.6	4.3%	-5.1%	0.9
Cc1ccc(OCC(=O)N/N=C/c2cccn2C)cc1	-9.1%	8.3%	0.0%	-3.8	-0.9%	5.4	-12.3%	0.7%	0.4
O=C(CN1C(=O)c2ccccc2S1(=O)=O)N1CCc2ccccc2C1	-2.3%	-18.5%	0.0%	-5.4	-9.4%	4.6	2.8%	2.1%	0.0
C=CCN(CC(=O)NCc1ccccc1)C(=O)c1csnn1	-6.7%	10.6%	-14.9%	-9.0	-4.3%	17.2	-3.1%	-1.0%	-0.4
O=C(CSc1nc(-c2ccccc2)nc2c1Cc1ccccc1O2)N1CCCCC1	-1.4%	-8.3%	-19.6%	-1.6	-1.8%	.	2.0%	-7.6%	-0.4
CCCC(=O)Nc1sc(C(=O)OC)c(C)c1C(N)=O	.	-34.1%	2.2%[57.4 µM]	0.5	-3.4%	-19.9	-1.2%	-2.4%	0.6
O=C(NC(=S)NNC(=O)c1ccccc1O)c1ccco1	-10.0%	-30.8%	-24.7%	2.7	2.0%	12.2	-15.6%	3.1%	0.2
Cc1nc(CN(C)C(=O)c2cc(COc3ccc4ncccc4c3)on2)cs1	1.7%	-8.5%	-4.1%	-1.3	1.0%	23.4	-8.9%	4.8%	0.3
CC(C)NC(=O)N(Cc1ccc(Cl)cc1)Cc1cccs1	-6.9%	-16.6%	0.0%	-1.9	-5.5%	8.7	0.2%	-2.5%	0.0
OCCNc1nc(-c2ccccc2)c2ccccc2n1	-6.8%	2.4%	0.0%	0.1	-2.6%	0.9	2.8%	1.5%	0.3
COc1nnc(-c2ccc(N3CCCCC3)c(NC(=O)C3CCCCC3)c2)c2ccccc12	2.0%	-48.3%	0.0%	-1.2	-0.4%	10.0	-3.6%	-1.4%	0.5
CCOc1cc2[nH]c(=O)n(Cc3ccc(C(=O)N4CCN(c5cccc(Cl)c5)CC4)cc3)c(=O)c2cc1OCC	4.4%	0.2%	?	-5.9	-1.9%	.	-5.8%	5.8%	0.3
Cc1ccc(/C=C/C(=O)NC(=S)Nc2ccccc2C(=O)NC2CCCCC2)cc1	.	-5.0%	12.3%	-3.2	3.1%	.	-9.3%	-0.3%	.
CC(C)c1nnc(NC(=O)CCC(=O)N2CCN(c3cccc(Cl)c3)CC2)s1	1.2%	9.2%[11.4 µM]	-1.2%	-2.5	0.4%	-6.7	2.3%	-0.1%	1.2
CC(C)C(=O)N1CCC1(C)C(=O)NCc1cc(Cl)ccc1F (configuration not stated)	.	.	4.5%	-6.3	-1.8%	.	.	1.3%	.
CCCS(=O)(=O)N1CCCC(C(=O)NCCN(CC)CC)C1 (configuration not stated)	-1.1%	13.7%	-1.8%	-12.7	-4.3%	-1.2	-7.6%	-3.7%	0.7
COc1ccccc1CNC(=O)Cn1nnnc1CN(C)C(C)C	-16.6%	0.3%	17.0%	-0.1	0.5%	-0.9	10.6%	3.3%	0.4
C=CCNc1ccc(F)c(F)c1N1CCCCCC1=O	-8.0%	9.9%	494.6%[activator]	-7.4	-10.9%	.	-5.9%	-1.4%	.

Bioassay records: PubChem BioAssay, National Center for Advancing Translational Sciences (NCATS)
